rCAG RNA binder – molecules binding r(CAG) RNA repeats | 370,000 tested, 1.3% active | r(CAG) RNA repeat, TO-PRO-1 dye displacement fluorescence | inhibition, % at 3 µM;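 active = inhibition above the plate cutoff, the mean of all test compounds on that plate plus 3 SD, cut at about 35% in these data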;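 note: 0% = DMSO alone and 100% = 100 µM mitoxantrone as full dye displacement; higher means more dye released from RNA so lower well fluorescence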
GC-B act – GC-B (human) receptor activation. P20594. AID 1920062. activation, % at 10 µM. 370,000 tested, 0.11% active. HEK293-GC-B cells, CNP EC30, cGMP TR-FRET; 0% at EC30 CNP, 100% saturating CNP;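 active = activation at 10 µM reaching about 35% in either raw or pattern-adjusted values, limit read from the data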
Tn6 DDE FP – disrupts Tn6 cyclic peptide binding to fibrin D-Dimer-E complex; P02675; Fibrin DD(E) TRITC-Tn6 fluorescence polarization displacement; inhibition, % at 8.3 µM; 370,000 tested, 0.21% active; AID 720509;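 active = inhibition above a per-campaign cutoff: mean of compounds within control limits plus 3 SD, cut at about 15% in these data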;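 note: 0% = median of all compound wells on the plate and 100% = blocking peptide control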
GC-A act – GC-A (human) enzyme activation; activation, % at 10 µM; HEK293 GC-A cells, cGMP TR-FRET, EC30 ANP; 0% at EC30 ANP, 100% saturating ANP; 370,000 tested, 0.14% active; in the data active = activation above about 40%
ARFGAP1 inhibitor – rat ARFGAP1 inhibition; Arfgap1-stimulated ARF1 GTP hydrolysis, GDP FP detection; inhibition, % at 16.5 µM; 360,000 tested, 0.26% active; AID 651572;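 active = inhibition above a per-plate limit, mean inhibition of low control wells plus 3 SD, cut at about 25% in these data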;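 note: 0% = DMSO wells with enzyme and 100% = wells lacking Arfgap1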
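Replicates: Single well per compound | Assay system: Truncated rat Arfgap1 GAP domain | Control set: No-Arfgap1 wells (100%) versus DMSO full-reaction wells (0%) | Times: Enzyme reaction 120 min at 25 °C after 20 min preincubation | Reagent: Human ARF1(Δ1-17)-GTP substrate | Measured by: Tracer-displacement fluorescence polarization with EDTA stop, 620/688 nm | Measure: Percent inhibition of Arfgap1-stimulated GTP hydrolysis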
HGIII-sPLA2 inh – Blocks human group III sPLA2 activity. inhibition, % at 12.2 µM. 370,000 tested, 0.56% active. Q9NZ20. QFRET BODIPY PC-A2 liposome hydrolysis, fluorescence;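 active = inhibition above mean plus 3 SD of compounds lying within the high and low control bounds, cut at about 19% in these data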;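 note: 0% = median of test compound wells and 100% = no enzyme DMSO wells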
Target sequence (Q9NZ20 whole entry, looked up): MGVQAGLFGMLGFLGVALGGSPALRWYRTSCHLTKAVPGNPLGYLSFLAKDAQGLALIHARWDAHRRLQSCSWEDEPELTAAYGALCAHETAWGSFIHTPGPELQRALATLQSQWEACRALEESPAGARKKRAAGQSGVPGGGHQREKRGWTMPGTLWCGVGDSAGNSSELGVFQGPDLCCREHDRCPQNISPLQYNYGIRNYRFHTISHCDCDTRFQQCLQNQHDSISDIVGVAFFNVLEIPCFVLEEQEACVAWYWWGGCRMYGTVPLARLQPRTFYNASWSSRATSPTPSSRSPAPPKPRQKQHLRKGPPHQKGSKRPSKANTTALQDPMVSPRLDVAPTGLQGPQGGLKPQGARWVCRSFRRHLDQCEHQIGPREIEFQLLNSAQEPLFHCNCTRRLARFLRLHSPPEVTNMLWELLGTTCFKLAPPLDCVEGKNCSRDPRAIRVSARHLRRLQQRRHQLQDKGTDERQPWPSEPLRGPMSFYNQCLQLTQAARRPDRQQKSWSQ
ASAP1 GAP inh – ASAP1 ArfGAP inhibition; Q9ULH1; 360,000 tested, 0.19% active; ASAP1-stimulated ARF1 GTP hydrolysis, GDP FP detection; inhibition, % at 16.5 µM; in the data active = inhibition above about 25%;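 note: 0% = vehicle with enzyme and substrate and 100% = no enzyme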
FXN GAA850 act – activators of GAA850 frataxin (FXN) promoter; 360,000 tested, 0.56% active; HEK293 lucGAA850 FXN promoter luciferase reporter, 24 h; percent of 10 µM SAHA response; activation, % at 6 µM;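 active = activation above the average of all compounds screened plus 3 SD, cutoff fixed separately per campaign, cut at about 7.5% in these data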;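 note: 0% = DMSO wells and 100% = 10 µM SAHA wells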
proKLK7 act – proKLK7 (human) activation, primary screen; purified proKLK7, EDANS-DABCYL substrate fluorescence; 100% is mature enzyme control, 0% vehicle; 370,000 tested, 0.9% active; P49862; AID 652039; activation, % at 7 µM;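 active = activation above the mean of all tested compounds plus 3 SD, computed per campaign excluding outliers beyond control limits, cut at about 13% in these data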
ADAM10 inh – ADAM10 inhibition, QFRET primary screen. O14672. recombinant ADAM10, EDANS/DABCYL FRET peptide cleavage, 3 h. inhibition, % at 7 µM. 370,000 tested, 0.62% active. AID 720582;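 active = inhibition above a per-campaign cutoff equal to the mean of compounds falling between control-based bounds plus 3 SD, cut at about 20% in these data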;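 note: 0% = DMSO wells while the 100% control is not disclosed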
Target sequence (O14672 214-748 limits assumed): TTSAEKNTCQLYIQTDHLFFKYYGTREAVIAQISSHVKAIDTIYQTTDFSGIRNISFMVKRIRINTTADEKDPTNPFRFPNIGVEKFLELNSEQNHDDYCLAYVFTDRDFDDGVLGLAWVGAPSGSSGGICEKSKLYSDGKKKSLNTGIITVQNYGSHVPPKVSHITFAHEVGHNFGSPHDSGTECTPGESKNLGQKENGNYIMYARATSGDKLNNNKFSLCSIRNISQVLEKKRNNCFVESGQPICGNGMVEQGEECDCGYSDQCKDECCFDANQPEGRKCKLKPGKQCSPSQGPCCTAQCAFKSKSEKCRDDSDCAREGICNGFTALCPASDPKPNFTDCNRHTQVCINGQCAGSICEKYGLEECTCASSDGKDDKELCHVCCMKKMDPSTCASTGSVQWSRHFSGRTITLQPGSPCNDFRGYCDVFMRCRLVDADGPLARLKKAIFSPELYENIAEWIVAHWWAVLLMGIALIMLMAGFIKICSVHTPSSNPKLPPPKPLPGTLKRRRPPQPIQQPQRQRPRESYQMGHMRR
* = called active by the depositor; i = inactive; x = not tested or not shown. Hits appear at their usual frequency; 4.5% or so of the library scored in one or more.

Structure	rCAG RNA binder	GC-B act	Tn6 DDE FP	GC-A act	ARFGAP1 inhibitor	HGIII-sPLA2 inh	ASAP1 GAP inh	FXN GAA850 act	proKLK7 act	ADAM10 inh
COc1ccccc1CNC(=O)c1cn(C)c(=O)c2cc(OC)c(OC)cc12	-3	0	11	1	-11	-1	-6	3.2	-0.1	-7
CC(=O)C(Cc1ccccc1)NC(=O)CN1CCN(Cc2ccccc2)CC1 (stereo not given)	-8	0	-1	1	10	-6	8	2.6	0.6	1
CNC(=S)N/N=C/c1c2ccccc2c(Cl)c2ccccc12	6	-2	0	1	3	-6	0	0.9	-2.0	-34
Cc1ccc(CNC(=O)NC2CCCCC2)cc1	-3	3	-3	4	8	-1	23	4.6	-0.2	-2
COc1ccccc1CNC(=O)COC(=O)C1CCN(S(=O)(=O)c2ccc(C)c(C)c2)CC1	-5	-1	3	0	12	-7	3	-0.4	0.4	5
CCOc1ccc(C(NC(=O)/C=C/c2ccco2)c2ccc(OC)c(OC)c2)cc1 (stereo not given)	5	0	-3	1	-7	-1	-4	0.8	-0.5	2
COc1ccc(CCNS(=O)(=O)c2cccs2)cc1	-3	4	9	-1	5	-4	8	-0.3	-0.1	-2
CCCC(=O)Nc1sc2c(c1C#N)CC(C)(C)NC2(C)C	-3	-5	6	0	2	9	7	2.5	-0.4	-3
CC(=O)N1CCOc2ccc(S(=O)(=O)NCCc3ccc(Cl)cc3)cc21	1	1	-3	1	-7	-8	2	0.8	0.8	0
CCCNC(=O)c1nn2cc(Br)cnc2c1Cl	0	4	-4	-1	-2	3	-7	-1.9	0.5	-6
Cc1cc2oc(=O)cc(CN3CCN(Cc4ccccc4)CC3)c2cc1Cl	-3	-11	1	-7	2	-1	-5	-1.0	-0.3	-6
COC(=O)c1cc2c(c3c4cc(C)ccc4n(S(=O)(=O)c4ccccc4)c13)C(=O)N(Cc1ccc(C(F)(F)F)cc1)C2	7	6	2	4	2	-4	6	x	-0.4	-1
CCN(CC)CCOC(=O)c1ccc(NC(=O)CSc2nnc(-c3cccs3)n2CC)cc1	1	1	-1	1	0	-2	-7	0.7	-0.1	-12
COc1ccc(NC(=O)CCNS(=O)(=O)c2ccc3c(c2)c(=O)n(C)c(=O)n3C)cc1	1	1	-6	-2	3	0	-7	-1.1	-0.2	1
CC1CCCN(C(=O)CN(C)S(=O)(=O)c2ccc3c(c2)c(=O)n(C)c(=O)n3C)C1 (stereo not given)	-5	-1	5	-1	3	-1	-8	0.9	0.8	-1
CC1CCCC(C)N1C(=O)COC(=O)CCc1nc2ccccc2c(=O)[nH]1 (stereo not given)	0	2	-2	-2	1	12	5	2.0	0.2	6
Cc1c(C#N)c(O)[nH]c(=O)c1N=Nc1ccc(S(N)(=O)=O)cc1	20	-1	-9	4	2	-11	-11	0.1	0.0	1
COc1ccc(OC)c(NC(=O)CSc2nn3c(=O)c(C)nnc3s2)c1	-2	0	-6	1	-15	2	-11	-1.3	-0.5	-5
O=C(O)c1cc(-c2c[nH]c3ccccc23)nc2cc3ccccc3cc12	54*	9	0	4	-1	-45	1	3.9	-11	-151
Cc1ccc(S(=O)(=O)NC(C)(C)CN2CCCCC2)cc1	-3	-2	-7	-1	-16	12	12	1.4	-0.2	-5
CCN(c1cccc(C)c1)S(=O)(=O)c1ccc2c(c1)CCCN2C(C)=O	-7	1	5	1	3	2	-14	0.6	-0.5	-1
COc1cccc2oc3cc(C#Cc4ccccn4)ccc3c(=O)c12	12	6	8	1	6	2	-12	x	-26	-116
O=C(CCSCCc1ccccn1)Nc1ccccn1	-1	0	-1	8	13	6	-1	-2.2	-0.2	-5
CC(C)CCn1nnnc1C(c1ccccc1)N1CCC(C(N)=O)CC1 (stereo not given)	-6	-3	3	-1	-12	-8	3	0.2	0.5	-2
O=C(COc1ccccc1C(=O)NCc1ccccc1)Nc1ccccc1	6	0	3	-1	2	-19	13	0.3	-0.1	-8
Cc1ccc(-c2nnc(SCC(=O)N/N=C/c3ccc(C)s3)n2-c2ccccc2)cc1	3	-15	1	-18	-7	5	-3	-0.3	0.1	1
CCCCC(=O)Nc1cc(C(=O)NCCc2ccccc2)ccc1Cl	-6	2	3	1	3	-6	0	2.4	0.5	-2
N/C(=N\OC(=O)COc1ccc(Cl)cc1Br)c1cccnc1	-3	-4	-8	18	10	2	2	2.0	0.7	-1
CCOC(=O)c1c(NC(=O)C(Sc2ccccc2)c2ccccc2)sc(C(=O)N(C)C)c1C (stereo not given)	6	-1	-10	-2	5	-28	7	0.3	0.4	13
CN(C(=O)c1cccc(NC(=O)Cc2ccc(NC(=O)C3CCN(S(=O)(=O)c4cccc([N+](=O)[O-])c4)CC3)cc2)c1)C1CCCC1	17	5	0	2	2	-26	8	0.4	-0.4	6

Some of the entries above in a different format.
The line under a structure holds: rCAG RNA binder, GC-B act, Tn6 DDE FP, GC-A act, ARFGAP1 inhibitor, HGIII-sPLA2 inh, ASAP1 GAP inh, FXN GAA850 act, proKLK7 act, ADAM10 inh
- COc1ccc(OC)c(NC(=O)CSc2nn3c(=O)c(C)nnc3s2)c1
    -2, 0, -6, 1, -15, 2, -11, -1.3, -0.5, -5
- O=C(O)c1cc(-c2c[nH]c3ccccc23)nc2cc3ccccc3cc12
    54*, 9, 0, 4, -1, -45, 1, 3.9, -11, -151
- Cc1ccc(S(=O)(=O)NC(C)(C)CN2CCCCC2)cc1
    -3, -2, -7, -1, -16, 12, 12, 1.4, -0.2, -5
- CCN(c1cccc(C)c1)S(=O)(=O)c1ccc2c(c1)CCCN2C(C)=O
    -7, 1, 5, 1, 3, 2, -14, 0.6, -0.5, -1
- COc1cccc2oc3cc(C#Cc4ccccn4)ccc3c(=O)c12
    12, 6, 8, 1, 6, 2, -12, x, -26, -116
- O=C(CCSCCc1ccccn1)Nc1ccccn1
    -1, 0, -1, 8, 13, 6, -1, -2.2, -0.2, -5
- CC(C)CCn1nnnc1C(c1ccccc1)N1CCC(C(N)=O)CC1 (stereo not given)
    -6, -3, 3, -1, -12, -8, 3, 0.2, 0.5, -2
- O=C(COc1ccccc1C(=O)NCc1ccccc1)Nc1ccccc1
    6, 0, 3, -1, 2, -19, 13, 0.3, -0.1, -8
- Cc1ccc(-c2nnc(SCC(=O)N/N=C/c3ccc(C)s3)n2-c2ccccc2)cc1
    3, -15, 1, -18, -7, 5, -3, -0.3, 0.1, 1
- CCCCC(=O)Nc1cc(C(=O)NCCc2ccccc2)ccc1Cl
    -6, 2, 3, 1, 3, -6, 0, 2.4, 0.5, -2

The listing continues:
Structure	rCAG RNA binder	GC-B act	Tn6 DDE FP	GC-A act	ARFGAP1 inhibitor	HGIII-sPLA2 inh	ASAP1 GAP inh	FXN GAA850 act	proKLK7 act	ADAM10 inh
CCCN(C(=O)CSCc1c(C)noc1C)c1c(N)n(Cc2ccccc2)c(=O)[nH]c1=O	3	5	-4	4	2	-6	-14	0.4	-1.1	-15
Cc1nnc(NC(=O)C(C)Oc2ccc3c(C)cc(=O)oc3c2)s1 (stereo not given)	1	6	-6	2	5	-3	3	2.7	-1.1	-55
COc1ccc(Cl)cc1NC(=O)COC(=O)CNC(=O)C1CCCCC1	1	3	11	-1	-5	3	0	2.5	0.8	-8
COc1ccc(CNC(=O)C2(C)Cc3c(-c4ccc(N(C)C)cc4)ccnc3O2)cc1OC (stereo not given)	1	1	7	1	-5	-5	-10	-0.2	-5.9	i
COc1c2occc2c(OC)c2c(=O)cc(C)oc12	0	2	-3	4	9	3	1	-1.1	-0.5	-9
CC(C)Oc1ccc(C(=O)NC2CCCCC2)cc1	-1	3	-1	3	-3	5	10	3.2	-0.5	-1
O=C1NCCN1c1ncc([N+](=O)[O-])s1	0	-2	-10	-1	-5	4	-13	-2.3	0.1	-2
Cc1cccn2c(=O)c(C=C(C#N)C#N)c(N3CCN(c4cccc(Cl)c4)CC3)nc12	5	-2	-4	-11	-6	0	-1	1.8	0.3	-9
CCOC(=O)CSc1snnc1-c1ccccc1	0	-2	11	-1	7	-17	-9	-1.1	0.2	2
O=C(O)Cc1csc(-c2ccccc2)n1	-4	-1	-2	0	6	4	-12	0.6	0.4	2
CCOC(=O)c1c(NC(=O)CC)sc(C(=O)NC2CCCC2)c1C	-6	2	-2	4	-5	8	-1	2.0	0.0	2
NS(=O)(=O)c1ccc(CCNC(=O)c2ccccc2OCc2ccc(F)cc2)cc1	6	3	5	0	-4	-14	-11	-0.6	-0.2	-5
CCCCCc1ccc(OCCCC[n+]2cccc(C)c2)c(CCCCC)c1	4	-4	-5	3	-1	2	1	-7.9	-0.1	-2
FC(F)(F)c1cccc(Cn2nnnc2-c2ccc(Cl)cc2)c1	-7	-5	0	-7	3	-4	8	1.6	-0.5	3
COc1cc(NC(=S)NCc2ccco2)cc(OC)c1	0	7	0	-2	1	3	9	2.7	-0.2	-6
Cc1ccn2c(CNC(C)CCn3cccn3)c(C(=O)N3CCCCCC3)nc2c1 (stereo not given)	-7	-6	2	2	-12	-4	-8	-0.1	-0.3	-8
CC1CCN(C(=O)COC(=O)c2cc3ccccc3oc2=O)CC1	0	2	-4	-2	5	10	2	-4.0	-1.9	-122
Cc1ccc(S(=O)(=O)NN2C(=O)/C(=C/c3ccccn3)SC2=S)cc1	45*	2	-3	4	18	-5	-1	-1.3	-0.2	12
O=C(CSc1n[nH]c(-c2ccco2)n1)Nc1ccc(Br)cc1	10	-10	0	-3	4	-17	2	-0.2	0.1	15
O=C(NCCN1CCCC1)c1ccc(CS(=O)(=O)c2c(Cl)cccc2Cl)o1	4	3	-4	1	-3	3	11	-0.8	0.9	-19
C#CCN(Cc1ccco1)C(=O)c1nnc2c3cc(OC)ccc3n(S(=O)(=O)c3ccc(OC)cc3)c2n1	15	21	2	14	-3	3	-2	x	-0.7	-25
Cc1sc2nc(CC(=O)NN)[nH]c(=O)c2c1C	5	-3	-3	4	-6	-21	7	-0.8	0.4	2
COc1ccc(/C=N/NC(=O)c2ccc3c(c2)OCO3)cc1	6	1	-1	-2	5	0	-11	2.7	-0.9	6
O=C(CN1CCN(C(=O)c2ccco2)CC1)Nc1ccc(Cl)c(S(=O)(=O)N2CCOCC2)c1	2	3	-2	-2	1	3	-8	-1.1	0.2	-13
CC1(C)CC(=O)C(C=Nc2ccc3c(c2)OCO3)=C(O)C1	-6	-7	-6	8	-5	10	-5	1.5	-0.9	-76
c1ccc(CSc2nnc3ccc(-c4ccncc4)nn23)nc1	1	2	-3	1	2	6	8	3.2	0.9	-7
